From PubChem
Anthrax LF inh2 – Bacillus anthracis LF protease inhibitors, primary screen, biochemical, multiplex microsphere, MLPCN library | AID 588501, 2011 | inhibition, % at 10 µM | Lethal factor (Bacillus anthracis), P15917 | multiplex microsphere protease cleavage assay | actives 0.12% (n = 360,000); further: plate controls were buffer without enzyme for full effect and enzyme alone for no effect
Target sequence (P15917 whole entry, looked up): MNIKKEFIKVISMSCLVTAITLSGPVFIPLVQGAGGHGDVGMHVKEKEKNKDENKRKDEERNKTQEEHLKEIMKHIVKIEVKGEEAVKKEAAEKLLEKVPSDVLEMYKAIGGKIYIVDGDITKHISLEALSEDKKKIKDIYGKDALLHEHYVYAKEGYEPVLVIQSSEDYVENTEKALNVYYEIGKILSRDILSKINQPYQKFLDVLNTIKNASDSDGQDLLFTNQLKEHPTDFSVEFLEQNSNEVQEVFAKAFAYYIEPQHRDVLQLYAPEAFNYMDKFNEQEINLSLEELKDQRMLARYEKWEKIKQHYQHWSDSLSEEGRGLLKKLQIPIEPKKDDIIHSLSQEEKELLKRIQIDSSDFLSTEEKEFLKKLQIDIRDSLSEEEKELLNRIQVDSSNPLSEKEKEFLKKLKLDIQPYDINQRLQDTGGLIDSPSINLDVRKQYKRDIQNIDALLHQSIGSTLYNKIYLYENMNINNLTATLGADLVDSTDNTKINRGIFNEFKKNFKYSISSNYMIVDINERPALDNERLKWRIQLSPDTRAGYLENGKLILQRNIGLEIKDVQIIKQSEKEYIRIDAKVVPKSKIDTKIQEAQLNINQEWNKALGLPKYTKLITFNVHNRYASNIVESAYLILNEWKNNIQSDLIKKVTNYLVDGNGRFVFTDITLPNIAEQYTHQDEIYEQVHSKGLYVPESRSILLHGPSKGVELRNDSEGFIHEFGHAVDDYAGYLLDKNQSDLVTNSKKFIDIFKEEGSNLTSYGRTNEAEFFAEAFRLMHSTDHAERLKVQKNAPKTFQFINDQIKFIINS
BoNT A protease – BoNT/A light chain protease inhibitors, primary screen, biochemical, flow cytometry, MLPCN library; Botulinum neurotoxin type A light chain protease (Clostridium botulinum A str. ATCC 3502); multiplex microsphere protease substrate cleavage; inhibition, % at 10 µM; actives 0.17% (n = 360,000); further: plate controls were buffer without enzyme for full effect and enzyme alone for no effect
PfHsp40 yeast – rescue of yeast from PfHsp40 toxicity, primary screen, S. cerevisiae, ATP luminescence; S. cerevisiae expressing PfHsp40, growth rescue; actives 0.68% (n = 340,000); AID 504582, 2011; growth rescue, % at 12.5 µM; in the data active means growth rescue above about 28%, passing the limit was not always enough; inconclusive means no clear call, values can overlap the other calls;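 further: yeast W303a lacking pdr1 and pdr3 grown in galactose medium; growth measured after three days at 30 °C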
CCHF vOTU inh – CCHFV vOTU protease inhibitors, primary screen, biochemical, Pep-AMC substrate, fluorescence. Crimean-Congo hemorrhagic fever virus L polyprotein viral ovarian tumor (vOTU) protease …. inhibition, % at 11.5 µM. actives 0.55% (n = 370,000); in the data active means inhibition above about 30%; further: 0% = vehicle wells with enzyme and 100% = no enzyme wells
Yp Topo-I inh – Yersinia pestis topoisomerase I inhibitors, primary screen, biochemical, cleavage product accumulation, plate reader, single point; DNA topoisomerase I (Yersinia pestis CO92); Y. pestis Topo-I cleavage product accumulation; activity, % at 10 µM; actives 0.064% (n = 360,000); in the data active means activity above about 50%, passing the limit was not always enough; inconclusive means no clear call, values can overlap the other calls; further: inactives centre near 2
FadD28 FP inh – inhibitors of FadD28 bisubstrate probe binding, primary screen, biochemical, fluorescence polarization, single point | AID 588549, 2011 | inhibition, % at 12.5 µM | actives 0.22% (n = 360,000) | Mycobacterium tuberculosis FadD28 fatty-acid-AMP ligase; in the data active means inhibition above about 8.5%, passing the limit was not always enough; inconclusive means no clear call, values can overlap the other calls
PrPC surface inh – inhibitors of human cell surface prion protein PrPC, primary screen, cell-based, TR-FRET; actives 0.43% (n = 370,000); TR-FRET read-out; inhibition, % at 13.8 µM; Major prion protein (Homo sapiens), P04156; in the data active means inhibition above about 24%; further: 0% = median of the test wells and 100% = reference compound wells
TcdB inh – TcdB glycohydrolase inhibitors, primary screen, biochemical, single point, plate reader | TcdB glycohydrolase enzymatic assay | inhibition, % at 9.99 µM | actives 0.24% (n = 350,000); in the data active means inhibition above about 10%
BoNT-F LC inh – BoNT/F light chain protease inhibitors, primary screen, biochemical, flow cytometry, MLPCN library; Multiplex microsphere protease cleavage assay; actives 0.22% (n = 360,000); inhibition, % at 10 µM; in the data active means inhibition above about 35%, passing the limit was not always enough; inconclusive means no clear call, values can overlap the other calls; further: plate controls were buffer without enzyme for full effect and enzyme alone for no effect
Active calls of the source: *; u = inconclusive; x = no result given. Unless noted, no stated cut-off is given here; in the data, active means inhibition above about 30%; inconclusive means no clear call, values can overlap the other calls; inactive means below that.

SMILES	Anthrax LF inh2	BoNT A protease	PfHsp40 yeast	CCHF vOTU inh	Yp Topo-I inh	FadD28 FP inh	PrPC surface inh	TcdB inh	BoNT-F LC inh
Cc1ccc(C(C(=O)NC(C)(C)C)N(Cc2cccs2)C(=O)c2ccc3c(c2)OCCO3)cc1 (stereo not given)	-1	-0.6	-0.7	2	23	-0.5	11	1.0	0
COc1ccccc1C1C([N+](=O)[O-])=C(N)Oc2c1c(=O)oc1ccccc21 (stereo not given)	-5	-1.2	-1.0	8	13	1.2	-1	0.4	-11
O=P(/C(=N/O)N1CCCCC1)(N1CCOCC1)N1CCOCC1	0	-0.3	-0.2	5	0	-26	4	x	-8
CN(C)/N=C/c1ccc(Sc2ccccc2[N+](=O)[O-])o1	-12	-0.3	-1.5	5	-2	-1.7	-18	1.8	0
Cc1c(C(=O)NCc2cccs2)sc(=O)n1Cc1ccc(S(C)(=O)=O)cc1	6	-0.1	x	2	-6	-2.1	10	0.4	3
Cc1ccc(S(=O)(=O)N(CC(=O)NCc2ccccc2Cl)C(=O)N2CCN(C)CC2)cc1	4	1.2	2.2	9	9	-0.5	-2	-0.6	13
Cc1cccc(-c2nnc(SCC(=O)N3CCOCC3)o2)c1	7	4.5	-1.1	7	10	-1.2	12	-0.4	10
COc1ccc(N(C(=O)c2ccc(Cl)cc2)C2=CC3CCC(C2)N3C)cc1 (stereo not given)	-2	-0.4	-1.2	13	-8	-0.8	-16	x	-4
CCOC(=O)[C@]12CCC=C1N(CCC1=CCCCC1)C(=O)[C@H](CC(=O)N1CCOCC1)C2	0	-0.1	x	0	x	x	-4	0.3	0
COC(=O)CCN(C(=O)c1ccc(N2CCCCC2)c([N+](=O)[O-])c1)c1ccccn1	-5	-1.5	-0.6	-3	11	-4.1	-23	0.0	0
CCCCOC(=O)n1c(=O)oc2cc(S(=O)(=O)N3CCCCC3)ccc21	-2	-0.3	1.2	5	28	0.3	12	x	-1
CCC1=NN2C(=N)/C(=C\c3ccc(OCc4cc(=O)n5nc(CC)sc5n4)c(OC)c3)C(=O)N=C2S1	2	0.3	-0.3	0	1	-8.5	10	-0.4	3
CCOC(=O)[C@]12CCC=C1N(Cc1cccc3ccccc13)C(=O)[C@H](CC(=O)N1CCCCC1)C2	7	-0.4	x	2	x	x	-2	-2.3	2
COCCCNc1nc2nonc2nc1NCCSC	0	0.0	0.0	-8	-1	-1.0	4	2.1	-2
Cc1ccc(COc2ccsc2C(=O)NNC(N)=S)cc1	-1	0.2	-0.2	-6	1	3.3	5	0.4	5
Cc1c(N=Cc2ccc(O)c(Br)c2)cccc1[N+](=O)[O-]	-2	-1.7	-0.7	-3	-1	-2.1	-3	1.7	4
O=C(c1ccc2c3c(cccc13)CC2)C1CCCN(Cc2ccccn2)C1 (stereo not given)	-3	0.1	1.0	-13	31	-5.2	-5	1.3	-5
O=C(CCN1C(=O)/C(=C/c2ccccc2)SC1=S)NC1CCS(=O)(=O)C1 (stereo not given)	0	1.3	0.2	7	-6	-3.0	-5	-0.4	0
NC(N)=N/N=C/c1ccc(OCc2ccc(Cl)cc2Cl)cc1	-6	-1.4	1.9	-5	-36	-12	-22	x	-29
O/N=C\c1ccc(-c2ccccc2)o1	0	-1.2	0.2	-15	-3	-1.2	-1	-0.9	-4
CCOc1ccccc1NC(=O)CCc1nnc2ccc(NCc3ccco3)nn12	-3	0.1	-0.2	10	19	-1.5	1	-1.2	-2
Cc1cc(/C=N\O)c(C)n1-c1ccncc1	2	0.0	0.4	1	3	0.7	3	x	0
O=[N+]([O-])C1C(c2ccccc2)C12c1ccccc1-c1ccccc12 (stereo not given)	-6	0.0	x	x	-4	-2.1	x	x	8
CSc1ccc(/C=N/N2CCN(Cc3ccccc3)CC2)cc1	-2	-0.2	0.6	6	-8	1.6	-4	1.2	-3

Some values from the entries so far:
Anthrax LF inh2 result of `COC(=O)CCN(C(=O)c1ccc(N2CCCCC2)c([N+](=O)[O-])c1)c1ccccn1` : -5
PfHsp40 yeast result of `COc1ccccc1C1C([N+](=O)[O-])=C(N)Oc2c1c(=O)oc1ccccc21` (stereo not given) : -1.0
Anthrax LF inh2 result of `Cc1ccc(S(=O)(=O)N(CC(=O)NCc2ccccc2Cl)C(=O)N2CCN(C)CC2)cc1` : 4

Next structures follow:
SMILES	Anthrax LF inh2	BoNT A protease	PfHsp40 yeast	CCHF vOTU inh	Yp Topo-I inh	FadD28 FP inh	PrPC surface inh	TcdB inh	BoNT-F LC inh
O=C1C2C3C=CC(CC3)C2C(=O)N1c1ccccc1[N+](=O)[O-] (stereo not given)	4	-0.6	-0.2	0	-6	3.1	-11	1.4	-6
COc1cccc(-c2ccc3ncnc(N(C)Cc4ccco4)c3c2)c1	-11	0.0	0.1	-2	22	-7.9	0	1.3	-4
OC(CNCC1CCCO1)Cn1c2ccc(Cl)cc2c2cc(Cl)ccc21 (stereo not given)	-5	1.0	1.8	1	-38	-12	-13	x	-39
O=[n+]1cc(-c2cc3ccccc3o2)n([O-])c2c1CCCC2	0	-0.6	0.1	-13	-6	-2.4	-18	x	2
COc1ccc(CCNC2CC(=O)N(CCc3ccc(OC)c(OC)c3)C2=O)cc1 (stereo not given)	-9	0.2	0.8	3	-1	-1.0	1	x	1
CN(C)S(=O)(=O)c1cc(S(=O)(=O)N(C)C)c(Cl)cc1N	-2	0.1	-1.2	1	6	1.3	3	0.4	17
Cn1nc(C(=O)NCc2ccccc2)c2c1-c1ccccc1S(=O)(=O)C2	-3	1.6	-1.0	-9	4	-2.0	11	2.4	-5
Cc1cc[n+](CC[n+]2ccc(C)cc2)cc1	-7	0.1	0.7	4	6	-1.9	-10	1.1	-5
CN(C)CCN=Cc1c(O)n(Cc2ccccc2)c(=O)c2ccccc12	-5	-0.3	-0.8	-6	-3	-1.6	0	-1.5	2
CN1c2ccc([N+](=O)[O-])cc2CC2(C(=O)NC(=O)N(c3ccc(Br)cc3)C2=O)C1c1ccccc1 (stereo not given)	0	2.1	2.1	-10	15	-1.0	9	0.0	1
O=[N+]([O-])c1cccc(-c2nnc(SCc3cccnc3)o2)c1	-6	0.3	-0.8	-2	-1	-3.2	-29	0.8	2
CCc1cccc2c(C(=O)C(F)(F)F)cn(CC(=O)N3CCOCC3)c12	0	-0.3	-0.2	7	-8	-1.9	-3	0.7	-4
CCOC(=O)Cc1csc(NC(=O)NC2(C(F)(F)F)Oc3ccc(Cl)cc3O2)n1 (stereo not given)	-1	-0.5	-0.4	8	-10	0.8	-4	x	-14
COc1ccc2cc3c(N)nn(C(=O)c4cccc(F)c4)c3nc2c1	1	-0.1	-0.1	-5	17	-0.4	-1	1.2	3
NS(=O)(=O)c1ccc(NC(=O)COc2ccc(Cl)cc2)cc1	-8	-2.4	-1.4	19	-6	-2.1	2	0.0	3
Cc1c(C(=O)N2CCCC2)c(S(=O)(=O)Nc2ccccc2Cl)c(C)n1C	-1	3.0	-0.1	2	0	-1.8	3	-0.1	2
Cn1c(SCC(=O)Nc2nccs2)nnc1C12CC3CC(CC(C3)C1)C2	4	0.5	-1.1	-18	2	-1.1	1	x	6
COc1cccc(NC(=O)NNS(=O)(=O)c2ccc(OC)cc2OC)c1	-1	-1.4	0.2	3	7	-1.7	7	1.5	0
COc1ccccc1/C=N/NC(=O)c1ccc(CN2C(=O)c3cccc4cccc2c34)cc1	0	1.8	1.3	-9	-5	-0.5	-1	1.0	-2
O=c1ncn(C2CCCCC2)c(=O)[nH]1	-1	-0.1	-0.3	6	-4	-0.3	-5	1.5	3
NC(=O)C1CCN(c2oc(-c3ccc(F)cc3)nc2S(=O)(=O)c2ccccc2)CC1	6	1.0	0.2	13	18	x	-7	1.1	6
Cc1cccc(NC(=O)NNC(=O)COc2ccc3ccccc3c2)c1	0	-0.7	-0.5	11	2	-1.1	6	-1.2	4
O=C(Nc1cc(C(F)(F)F)ccc1Cl)c1cc(C2CC2)on1	-4	-0.7	-1.0	-2	-3	-4.4	-3	x	-7
Cc1cc(Nc2ccccc2)n(C(=O)c2ccc(N)cc2)n1	-1	0.5	0.0	24	11	0.0	2	x	1
CC1CCN(C(=O)CSc2nc(N)c(NC(=O)c3ccccc3)c(=O)[nH]2)CC1	-4	-0.7	0.9	9	-3	-0.9	3	0.5	10
CCC(CO)NCC#Cc1ccccc1 (stereo not given)	2	0.3	0.0	-2	3	-0.4	-10	2.1	4
CCCNC(=O)c1cc(OC)c(OC)cc1[N+](=O)[O-]	1	u	0.4	-2	-1	1.2	-11	0.7	1
CC1CN(C(=O)c2ccc(CNS(=O)(=O)c3cccc(Cl)c3)cc2)CC(C)O1 (stereo not given)	-1	-3.1	0.7	-5	13	-1.2	6	0.3	1
O=C(CSCCO)Nc1cccc(C(F)(F)F)c1	-1	-0.3	0.8	5	1	-1.1	1	x	-4
CC(C)(C)c1ccc(OCc2ccc(C(=O)NCc3cccnc3)o2)cc1	0	0.3	-0.6	3	20	-4.9	8	2.4	1
NC(=O)C1CCN(C(=O)c2cc(S(=O)(=O)N3CCN(c4ccccc4)CC3)ccc2Cl)CC1	-4	0.7	-1.1	8	-3	-1.0	-3	-0.3	1
O=C(c1ccccc1)c1ccc(OCC(O)CNCc2ccc(F)cc2)cc1 (stereo not given)	-11	-1.8	1.0	12	13	-2.0	0	2.4	-36
CC1CCc2c(sc3nc(C4CC4)nc(N4CCN(C(=O)c5ccco5)CC4)c23)C1 (stereo not given)	-2	-0.3	161*	13	27	-3.7	17	x	-2
Cc1nnc(SCC(=O)NC(=O)NC(C)(C)C)n1N	1	-1.0	52*	-13	-1	0.0	0	x	5
COc1cccc(CN(C)CC(O)COC(c2ccccc2)c2ccccc2C)c1 (stereo not given)	5	5.1	1.2	12	9	-7.0	-3	0.8	-6

Of the compounds above, seven have fluorine:
SMILES	Anthrax LF inh2	BoNT A protease	PfHsp40 yeast	CCHF vOTU inh	Yp Topo-I inh	FadD28 FP inh	PrPC surface inh	TcdB inh	BoNT-F LC inh
CCc1cccc2c(C(=O)C(F)(F)F)cn(CC(=O)N3CCOCC3)c12	0	-0.3	-0.2	7	-8	-1.9	-3	0.7	-4
CCOC(=O)Cc1csc(NC(=O)NC2(C(F)(F)F)Oc3ccc(Cl)cc3O2)n1 (stereo not given)	-1	-0.5	-0.4	8	-10	0.8	-4	x	-14
COc1ccc2cc3c(N)nn(C(=O)c4cccc(F)c4)c3nc2c1	1	-0.1	-0.1	-5	17	-0.4	-1	1.2	3
NC(=O)C1CCN(c2oc(-c3ccc(F)cc3)nc2S(=O)(=O)c2ccccc2)CC1	6	1.0	0.2	13	18	x	-7	1.1	6
O=C(Nc1cc(C(F)(F)F)ccc1Cl)c1cc(C2CC2)on1	-4	-0.7	-1.0	-2	-3	-4.4	-3	x	-7
O=C(CSCCO)Nc1cccc(C(F)(F)F)c1	-1	-0.3	0.8	5	1	-1.1	1	x	-4
O=C(c1ccccc1)c1ccc(OCC(O)CNCc2ccc(F)cc2)cc1 (stereo not given)	-11	-1.8	1.0	12	13	-2.0	0	2.4	-36

An unsorted share of the library; overall some 2.3% were active at least once.
